High-throughput results as filed in PubChem.
KDM5B inhibitor: Primary screen for KDM5B Histone Demethylases FDH-coupled qHTS; 2.6% of 220,000 active; Lysine-specific demethylase 5B (Homo sapiens), Q9UGL1; AID 1347165, 2019; KDM5B demethylase, FDH-coupled NADH fluorescence (FDH is formaldehyde dehydrogenase); Potency, µM (highest dose often 57.7 µM), for the others: at the highest dose activity change, negative = inhibition, hits mostly inhibitors; active = well fitted inhibition curve with a large enough effect; inconclusive = small, poorly fitted or top-dose-only effect; inactive = no such curve, though single readings can be large or run the other way; also: 0% is about no effect; nearly all actives have a fitted effect of over 70% in size
Target sequence (Q9UGL1 whole entry, looked up): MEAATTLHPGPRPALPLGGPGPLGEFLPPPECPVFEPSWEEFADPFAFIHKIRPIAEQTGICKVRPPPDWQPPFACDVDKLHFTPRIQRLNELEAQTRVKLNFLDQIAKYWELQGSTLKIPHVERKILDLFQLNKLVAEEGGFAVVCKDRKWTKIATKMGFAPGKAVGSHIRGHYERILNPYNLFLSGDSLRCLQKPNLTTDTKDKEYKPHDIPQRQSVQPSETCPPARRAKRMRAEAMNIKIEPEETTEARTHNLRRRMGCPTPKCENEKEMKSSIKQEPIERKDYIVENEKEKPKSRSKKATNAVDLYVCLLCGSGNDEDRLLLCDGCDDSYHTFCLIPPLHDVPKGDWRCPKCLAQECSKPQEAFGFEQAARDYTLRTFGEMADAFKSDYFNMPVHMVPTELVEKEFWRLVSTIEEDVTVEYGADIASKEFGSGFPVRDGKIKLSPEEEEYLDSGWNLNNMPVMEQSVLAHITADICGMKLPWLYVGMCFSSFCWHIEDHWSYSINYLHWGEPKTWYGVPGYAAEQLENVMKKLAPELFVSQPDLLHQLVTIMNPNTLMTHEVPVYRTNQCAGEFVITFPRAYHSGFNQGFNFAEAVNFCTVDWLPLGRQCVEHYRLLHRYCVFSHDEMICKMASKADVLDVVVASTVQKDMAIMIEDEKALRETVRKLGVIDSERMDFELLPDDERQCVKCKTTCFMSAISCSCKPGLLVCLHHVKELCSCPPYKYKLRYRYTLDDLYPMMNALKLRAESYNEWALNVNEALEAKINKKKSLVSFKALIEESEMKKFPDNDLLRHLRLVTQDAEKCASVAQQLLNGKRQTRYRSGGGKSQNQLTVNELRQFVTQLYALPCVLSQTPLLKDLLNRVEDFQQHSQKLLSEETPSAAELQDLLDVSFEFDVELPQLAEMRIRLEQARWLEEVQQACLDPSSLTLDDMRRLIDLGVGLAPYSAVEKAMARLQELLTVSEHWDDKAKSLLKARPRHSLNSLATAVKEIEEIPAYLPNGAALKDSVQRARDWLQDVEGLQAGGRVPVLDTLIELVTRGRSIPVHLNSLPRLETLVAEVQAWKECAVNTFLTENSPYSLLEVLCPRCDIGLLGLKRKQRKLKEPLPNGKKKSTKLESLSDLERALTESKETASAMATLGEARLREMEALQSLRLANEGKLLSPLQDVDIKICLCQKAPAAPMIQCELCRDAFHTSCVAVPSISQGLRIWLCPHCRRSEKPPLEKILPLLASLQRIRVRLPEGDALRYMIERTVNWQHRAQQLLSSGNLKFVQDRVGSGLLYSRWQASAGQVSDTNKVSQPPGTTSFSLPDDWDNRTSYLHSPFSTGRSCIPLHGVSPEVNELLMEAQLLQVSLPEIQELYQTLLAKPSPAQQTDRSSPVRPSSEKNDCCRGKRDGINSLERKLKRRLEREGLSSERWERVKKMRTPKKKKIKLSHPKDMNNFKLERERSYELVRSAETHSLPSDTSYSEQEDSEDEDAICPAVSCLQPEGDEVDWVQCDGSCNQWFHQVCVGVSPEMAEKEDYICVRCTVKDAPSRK
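Compound dilutions met 200 nM (final) KDM5BΔAP for 10 min at room temperature before substrate addition. The substrate mix held 12.5 µM H3K4me3 with cofactors 25 µM α-ketoglutarate and 50 µM Fe²⁺. NADH signal gain over 30 min defined activity.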
* = called active by the depositor; u = inconclusive; [ ] = dose if it differs, or a comment. Potency is read from the fitted curve at half-maximal effect.

Molecule,KDM5B inhibitor
COc1cc2c(cc1OCC1CC1)NC(=O)C21CCN(c2ncc(F)cn2)CC1,-13.5%[86.2 µM]
Cc1cccc(NC(=O)N2[C@H]3CC[C@@H]2c2cnc(-c4ccccc4)nc2C3)c1,-10.7%
N#C/C(=C\c1ccccc1)C(=O)Nc1ccc(Br)cc1C(=O)c1ccccc1,-1.8%
CCCCC(=O)N/N=C/c1c(O)n(CCc2ccccc2)c(=O)[nH]c1=O,u
CCNC(=O)NC[C@H]1C[C@@H]2CCN1C[C@@H]2c1cc(-c2ccc3ccccc3c2)nn1C,-9.9%[86.2 µM]
COc1cc2c(cc1OC1CCCC1)NC(=O)C21CCN(c2ncc(C(C)C)cn2)CC1,35.5µM*
CCc1ccc(N2CC(C(=O)OCC(=O)Nc3ccc(C#N)c(Cl)c3)CC2=O)cc1 (configuration not stated),-11.9%
Cc1c(Cl)cccc1NC(=O)CN1C(=O)CN=C(c2ccccc2)c2cc(Cl)ccc21,19.9%
O=C1NC2(CCN(Cc3ccccn3)C2)Oc2ccccc21 (configuration not stated),-39.2%[86.2 µM]
Cn1c(O)c(/C=N/N2CCOCC2)c(=O)n(C)c1=S,-14.7%
CCNC(=O)Nc1ccc(OCC(=O)N2CCN(CC(C)C)CC2)nc1,6.8%
Cc1cccc(C)c1-n1nnnc1C1(NC(C)C)CCCCC1,6.7%
O=[S+]1([O-])NC2(CCN(Cc3ccncc3)C2)COc2ccncc21 (configuration not stated),39.8µM*
Nc1cccc(-c2cn(C[C@H]3CC4CCN3C[C@@H]4C(=O)NCc3ccccc3)nn2)c1 (some centres not stated),u
COc1ccc(NC(=O)N2C[C@@H]3C[C@H](C2)c2c(NC(=O)CSC)ccc(=O)n2C3)cc1,-14.7%
COc1cc2c(cc1Oc1cccc(N(C)C)c1)NC(=O)C21CCN(CCC(C)C)CC1,-22.1%[86.2 µM]
Cn1nc(C2CCCC2)cc1[C@H]1CN2CC[C@H]1C[C@@H]2CNC(=O)c1cccs1,-22.5%[86.2 µM]
COc1cc2c(cc1OCc1ccncc1)NC(=O)C21CCN(Cc2cccnc2)CC1,-19.5%[86.2 µM]
O=C(Nc1ccc2n(c1=O)C[C@H]1C[C@@H]2CN(C(=O)NC2CCCCC2)C1)c1ccco1,18.5%[86.2 µM]
COc1ccc(-c2ccc(=O)n3c2[C@@H]2C[C@@H](CN(C(=O)NC4CCCCC4)C2)C3)cc1,-3.2%[86.2 µM]
O=C(COc1ccc2c(-c3ccccc3)cc(=O)oc2c1)N1CCN(CCO)CC1,-16.6%
N#Cc1ccc(CN2CCC3(CC2)C(=O)Nc2ccccc23)cc1,6.3%[115 µM]
Cc1ccc(-n2nc(C)c3c2NC(=O)CSC3c2ccsc2)cc1 (configuration not stated),-9.5%
O=c1[nH]c(=O)n(C2CCCCCC2)c(O)c1C=NCc1cccnc1,-31.7%
O=c1[nH]c(=S)n(Cc2ccc(F)cc2)c(O)c1C=NCCCn1ccnc1,6.6%
Cc1ccc(-n2c(/C=C\c3ccc(F)cc3)nc3ccccc3c2=O)cc1Cl,-23.9%
CC1=NOC2(CCN(CCC(C)C)C2)C1 (configuration not stated),-30.3%[115 µM]
CNC(=O)c1ccc(NC(=O)COC(=O)c2cn(C)c3ccccc23)cc1,10.4%
CC(NCCc1ccccc1)c1ccccc1 (configuration not stated),14.0%
CCSc1nnc(NC(=O)c2cccn(Cc3ccccc3Cl)c2=O)s1,-9.2%
COc1ccccc1-c1cc([C@H]2CN3CC[C@H]2C[C@@H]3COC(=O)NC2CCCCC2)nc(C)n1,28.2µM*
COc1ccc(-c2cnc3[nH]cc(CC(=O)N4CCN(C)CC4)c3c2)cc1OC,u
COc1ccc(CNC[C@H]2C[C@@H]3CCN2C[C@@H]3c2cc(C3CCCCC3)nn2C)cc1,4.1%[86.2 µM]
CCC(CC)c1cc([C@H]2CN3CC[C@H]2C[C@@H]3CNC(=O)c2ccco2)nc(-c2ccncc2)n1,-13.3%
CN(C)[C@@H]1CN(C(=O)Cc2ccccc2)C[C@H]1CO,20.9%
O=[N+]([O-])c1ccc(NCCOc2cccc3ccccc23)c2ncccc12,-3.4%
O=c1cc(-c2ccccc2)[se]c2ccccc12,13.5%
Nc1c(C(=O)Nc2ccc(F)c(Cl)c2)sc2nc3c(cc12)N1CCC3CC1,u
COc1cccc(C2SCC(=O)Nc3c2c(C)nn3-c2ccc(C)c(Cl)c2)c1OC (configuration not stated),-15.5%
CN(C)C(=O)Oc1ccc2cc(-c3ccccc3)c(=O)oc2c1,-40.5%
COc1ccccc1NC(=O)c1cn(Cc2ccccc2)c2ccccc12,u
Cc1cccc(Cn2cccc(C(=O)Nc3ccc(F)cc3F)c2=O)c1,u
C=CCn1c(O)c(/C=N/NC(=O)c2ccncc2)c(=O)[nH]c1=O,u
CC[C@H]1CN2CC[C@H]1C[C@@H]2CNC(=O)c1ccccc1,-6.8%[115 µM]
COCCC(=O)N1CC(COC)C2(CCNCC2)C1 (configuration not stated),-14.6%
CCc1ccc(-n2c(O)c(C(C)=O)c(=O)[nH]c2=O)cc1 (tested in a mixture with another compound),-3.4%
COc1ccc2[nH]c(C)c(CCNCc3cccc(C(F)(F)F)c3)c2c1,u
CCOc1ccc(N=Cc2c(O)n(CCc3ccc(OC)c(OC)c3)c(=O)[nH]c2=O)cc1,57.1%[activator]
COc1cc2c(cc1OCc1ccncc1)NC(=O)C21CCN(c2ccccn2)CC1,28.2µM*
CCOc1ccc(CN(CCc2ccc3c(c2)OCO3)Cc2cccc(OC)c2)cc1,u

Of the compounds above, these have a cyano group:
Molecule,KDM5B inhibitor
N#C/C(=C\c1ccccc1)C(=O)Nc1ccc(Br)cc1C(=O)c1ccccc1,-1.8%
CCc1ccc(N2CC(C(=O)OCC(=O)Nc3ccc(C#N)c(Cl)c3)CC2=O)cc1 (configuration not stated),-11.9%
N#Cc1ccc(CN2CCC3(CC2)C(=O)Nc2ccccc23)cc1,6.3%[115 µM]

Four records drawn at random from the list so far, as already listed:
Molecule,KDM5B inhibitor
COc1cccc(C2SCC(=O)Nc3c2c(C)nn3-c2ccc(C)c(Cl)c2)c1OC (configuration not stated),-15.5%
CCOc1ccc(CN(CCc2ccc3c(c2)OCO3)Cc2cccc(OC)c2)cc1,u
Cc1ccc(-n2c(/C=C\c3ccc(F)cc3)nc3ccccc3c2=O)cc1Cl,-23.9%
O=c1cc(-c2ccccc2)[se]c2ccccc12,13.5%

Following part.
Molecule,KDM5B inhibitor
Cn1cc(CN2CCN(C(=O)Cc3ccccc3)CC2)ccc1=O,-16.5%
COCC(=O)N1CCCC(C(=O)N2CCC(C#N)(c3ccccc3)CC2)C1 (configuration not stated),7.3%
N#CC(C#N)=Cc1ccc(C=C(C#N)C#N)cc1,u
Cc1ccncc1C(=O)N1[C@H]2CC[C@@H]1c1cnc(-c3ccccc3)nc1C2,-11.5%
CN(C)[C@@H]1CN(C(=O)Cc2ccc(F)cc2)C[C@H]1CO,-4.2%
Cc1cccc(OCC(=O)N2CCN(CCc3ccccn3)CC2)c1,-5.8%
CSc1cccc(NC(=O)NC[C@H]2C[C@@H]3CCN2C[C@@H]3CN2CCC(Cc3ccccc3)CC2)c1,29.7%
CC(=O)N1C[C@@H]2C[C@H](C1)c1ccc(NC(=O)Nc3ccccc3)c(=O)n1C2,28.2µM*
COc1ccccc1-c1ccc(N2CC3CC(C2)c2cccc(=O)n2C3)nn1 (configuration not stated),u
O=[N+]([O-])c1cccnc1N1CC2CCC(C1)N2CC(F)(F)F,-14.4%[149 µM]
COc1ccc(/C=C/[N+](=O)[O-])cc1OC,u
O=C1Nc2ccccc2C12CCN(Cc1cccnc1)CC2,5.5%[149 µM]
COc1ccc(CNCCc2c[nH]c3ccccc23)c(OC)c1C,-34.8%
N#Cc1c(N)nc2c(c1-c1ccc(OCc3ccc(F)cc3)cc1)c(=O)nc1sccn12,25.8%
CC(=O)N1CC(=O)Nc2ccc(F)cc2C1c1ccccc1 (configuration not stated),-6.3%
C=C[C@H]1CN2CC[C@H]1C[C@@H]2CNCc1ccc(N(C)C)cc1,-14.0%[86.2 µM]
CCOc1ccccc1NC(=O)c1cn(C)c2ccccc12,2.2%
Cc1nc(-c2ccco2)cc([C@H]2CN3CC[C@H]2C[C@@H]3CNC2CCOCC2)n1,22.4µM*
O=C(c1ccccc1)N1C[C@@H]2C[C@H](C1)c1c(-c3cccnc3)ccc(=O)n1C2,u
O=c1[nH]c(O)c(Cc2ccc3c(c2)OCO3)c(=O)[nH]1,-46.5%
Cc1c(C(c2ccc(Br)cc2)c2c(O)c3ccccc3oc2=O)c(=O)n(-c2ccccc2)n1C (configuration not stated),u
Cc1cccc(C(=O)N2[C@H]3CC[C@@H]2c2cnc(-c4ccccc4)nc2C3)c1,-8.2%
CC(C)N(C)CC1CCN(C(=O)c2cn(Cc3ccccc3)c3ccccc23)CC1,-3.0%
CCCS(=O)(=O)NC[C@H]1C[C@@H]2CCN1C[C@@H]2c1cc(C(CC)CC)nc(-c2ccncc2)n1,8.4%
CCn1c(C2CCNCC2)nn(C)c1=O,15.3%
O=C(NCc1cccnc1)c1cn(Cc2ccccc2)c2ccccc12,29.1%
Cn1c(O)c(C(=Nc2ccc(F)cc2)c2ccccc2Cl)c(=O)n(C)c1=O,-7.9%
COCC1CN(Cc2ccsc2)CC12CCNCC2 (configuration not stated),u
CC(C)NC(=O)N1C2CCC1CN(Cc1cccnc1)C2,-22.3%[149 µM]
CN1CCN(C(=O)Cc2c[nH]c3ncc(-c4ccc(CO)cc4)cc23)CC1,u
CCCS(=O)(=O)Nc1ccc(=O)n2c1[C@@H]1C[C@@H](CN(S(=O)(=O)c3ccc(OC)cc3)C1)C2,22.4µM*
COc1ccc(-c2cc([C@H]3CN4CC[C@H]3C[C@@H]4CNC(=O)NC(C)C)n(C)n2)cc1,-20.4%[86.2 µM]
CCC(C)n1c(O)c(C=NCCc2ccccc2)c(=O)[nH]c1=S (configuration not stated),-5.4%
Cc1ccsc1CNC(C)C(O)c1ccc(O)cc1 (configuration not stated),u
CC1OC(OC2CC[C@]3(C=O)[C@H]4[C@H](O)CC5(C)C(C6=CC(=O)OC6)CCC5(O)[C@@H]4CCC3(O)C2)C(O)C(O)C1O (some centres not stated),21.3%
C#CCOc1cccc(C2SCC(=O)Nc3c2c(C)nn3-c2ncnc3nc[nH]c23)c1 (configuration not stated),9.2%
Cc1ccc(Cn2nc(C)c(C(=O)NCc3cc(Cl)c4c(c3)OCCCO4)c2C)cc1,-8.3%
O=S(=O)(F)CCSc1nnc2sc3ccccc3n12,-6.2%
Cc1nn(C)c(C)c1C1SCC(=O)Nc2c1c(C)nn2-c1ccccc1 (configuration not stated),-7.2%
COc1ccccc1-c1cc([C@H]2CN3CC[C@H]2C[C@@H]3CNS(=O)(=O)c2ccc(NC(C)=O)cc2)nc(C)n1,31.6µM*
CC(=O)N1[C@H]2CC[C@@H]1c1cnc(-c3ccc(F)cc3)nc1C2,-4.0%
COc1ccc(NC(=O)OC[C@H]2C[C@@H]3CCN2C[C@@H]3c2cc(C3CCCC3)nc(-c3ccncc3)n2)cc1,u
COc1ccc2c(c1)C1(CCN(C(=O)c3ccccc3Br)C1)C(=O)N2 (configuration not stated),u
O=C1/C(=C\c2ccc(Cl)c(Cl)c2)N2CCC1CC2,u
COc1ccc(C(C#N)C(C)=O)cc1 (configuration not stated),15.7%
Cc1ccc(-n2c(O)c(C=NCCCn3ccnc3)c(=O)[nH]c2=O)cc1,29.6%

Shown with each value named: part of the list above.
CCC(C)n1c(O)c(C=NCCc2ccccc2)c(=O)[nH]c1=S (configuration not stated)
  KDM5B inhibitor: -5.4%

Cc1ccsc1CNC(C)C(O)c1ccc(O)cc1 (configuration not stated)
  KDM5B inhibitor: u

CC1OC(OC2CC[C@]3(C=O)[C@H]4[C@H](O)CC5(C)C(C6=CC(=O)OC6)CCC5(O)[C@@H]4CCC3(O)C2)C(O)C(O)C1O (some centres not stated)
  KDM5B inhibitor: 21.3%

C#CCOc1cccc(C2SCC(=O)Nc3c2c(C)nn3-c2ncnc3nc[nH]c23)c1 (configuration not stated)
  KDM5B inhibitor: 9.2%

The list is partial; count on the stated rates, not on these rows.
